Assay outcomes deposited in PubChem BioAssay by National Center for Advancing Translational Sciences (NCATS).
KAT2A inh = qHTS Assay for Inhibitors of GCN5L2; Histone acetyltransferase KAT2A (Homo sapiens), Q92830; GCN5L2 HAT assay, ThioGlo1 CoA-SH fluorescence; Potency, µM (doses to about 58.9 µM), for the others: at the top dose activity change, negative = inhibition, actives largely listed as inhibitors; hit rate 0.21% among 390,000; AID 504327, 2011
Target sequence (Q92830 whole entry, looked up): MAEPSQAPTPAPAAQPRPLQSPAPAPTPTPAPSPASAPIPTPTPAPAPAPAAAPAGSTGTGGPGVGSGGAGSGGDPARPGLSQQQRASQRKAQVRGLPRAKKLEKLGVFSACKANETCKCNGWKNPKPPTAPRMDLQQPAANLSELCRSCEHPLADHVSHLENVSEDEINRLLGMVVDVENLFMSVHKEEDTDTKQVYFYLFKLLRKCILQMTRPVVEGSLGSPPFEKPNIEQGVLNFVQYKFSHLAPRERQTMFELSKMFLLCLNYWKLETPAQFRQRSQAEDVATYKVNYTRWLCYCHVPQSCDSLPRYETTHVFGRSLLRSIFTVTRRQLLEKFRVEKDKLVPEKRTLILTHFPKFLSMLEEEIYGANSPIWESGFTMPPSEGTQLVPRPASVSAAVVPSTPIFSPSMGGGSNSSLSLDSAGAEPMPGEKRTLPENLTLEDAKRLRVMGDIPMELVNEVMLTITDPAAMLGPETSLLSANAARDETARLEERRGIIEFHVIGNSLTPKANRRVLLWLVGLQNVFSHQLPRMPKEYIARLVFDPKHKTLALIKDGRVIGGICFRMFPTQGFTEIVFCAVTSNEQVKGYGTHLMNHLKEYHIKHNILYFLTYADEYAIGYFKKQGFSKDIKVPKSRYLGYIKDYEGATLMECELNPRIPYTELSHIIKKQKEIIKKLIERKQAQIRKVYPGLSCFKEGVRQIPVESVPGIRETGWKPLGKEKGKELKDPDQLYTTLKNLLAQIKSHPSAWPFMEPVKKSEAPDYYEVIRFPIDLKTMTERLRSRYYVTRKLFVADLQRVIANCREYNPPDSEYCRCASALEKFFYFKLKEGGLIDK
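Compounds, pin-transferred from DMSO stocks, meet 20nM GCN5L2 for 15 min before the reaction begins with H3(1-25) peptide (75uM) and acetyl-CoA (70uM). Thiol-reactive ThioGlo1 reports CoA release over 20 min at room temperature.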
TDP1 cell CPT = qHTS for Inhibitors of human tyrosyl-DNA phosphodiesterase 1 (TDP1): qHTS in cells in presence of CPT. AID 686979, 2013. chicken DT40 Tdp1-/-;hTDP1 cells + 20 nM CPT, ATP luminescence, 48 h. Potency, µM (series often up to 46.2 µM), for inactives: at the top dose activity change, negative = growth inhibition, usual class: inhibitors. hit rate 12% among 420,000; also: nearly all actives have a fitted effect of over 55% in size
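Chicken DT40 Tdp1-/- cells stably complemented with human TDP1 were seeded at 400 cells/well in medium containing 20 nM camptothecin, exposed to pin-transferred compounds, and grown at 37 °C for at least 48 hr. Viability was read as ATP luminescence.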
DT40 TDP1 no CPT = qHTS for Inhibitors of human tyrosyl-DNA phosphodiesterase 1 (TDP1): qHTS in cells in absence of CPT | DT40 Tdp1-/- hTDP1 cells, no CPT, ATP luminescence, 48 h | Potency, µM (highest dose often 46.2 µM), for inactives: at the top dose activity change, negative = growth inhibition, most hits filed as inhibitors | hit rate 15% among 420,000 | AID 686978, 2013; also: nearly all actives have a fitted effect of over 55% in size
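Camptothecin absent (DMSO only). Human TDP1-complemented DT40 knockout cells, 400 cells/well, 37 °C for minimum 48 hr; ATP measured via CellTiter-Glo, 30 min dark incubation, luminescence.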
The depositor's hits bear a star; ? = inconclusive; . = no result given; & = joins results of further samples; [ ] = dose if it differs, or a comment. Calls follow the shape of the dose curve; as a rule, active = well fitted curve in the direction sought with a large enough effect; inconclusive = small, poorly fitted or top-dose-only effect, or another doubt; inactive = no such curve, though single readings can be large; an effect the other way counts as inactive or inconclusive. % is scaled to controls: 0 for no effect and ±100 for the full control effect; potency is read from the fitted curve at half-maximal effect.

SMILES	KAT2A inh	TDP1 cell CPT	DT40 TDP1 no CPT
O=C(NCc1ccccn1)c1cccc(S(=O)(=O)N2CCCCC2)c1	2%	-3%	7%
CCOC(=O)N1CCN(C(=O)C2CCC(CNS(=O)(=O)c3ccc(Cl)cc3)CC2)CC1 (centres undefined)	-8%	?	?
CCOc1ccc(N(C(=O)/C=C/C(=O)Nc2cc(C)on2)C(C(=O)NC2CCCC2)c2ccccc2C)cc1 (centres undefined)	?	16µM*	16µM*
Cc1cccnc1C(NC(=O)C1CCN(Cc2ccccc2)CC1)c1ccc(F)cc1 (centres undefined)	.	?	?
C/C(=N/NC(=O)c1ccccc1O)c1ccc(N2C(=O)C3CCCCC3C2=O)cc1 (centres undefined)	-19%	-19%	-5%
O=C1CCN(Cc2ccccc2)CCN1[C@H](CO)Cc1ccccc1	0%	-3%&-24%&-1%	-12%&-19%&-12%
COc1ccc(C(=O)N2CCCC(CCC(=O)NCc3ccc(F)c(F)c3)C2)o1 (centres undefined)	1%	-25%	-26%
Cc1nn(CC(=O)N2CCN(c3ccccc3)CC2)c(=O)c2cccn12	2%&0%	3%&-3%	14%&-5%
CN1CCc2nc3ccc(Cl)cc3c(-c3ccccc3Cl)c2C1	0%	?	?
CC1CCN(C(=O)COc2cccc3c2CCN(C)C3=O)CC1	1%	-3%	4%
COc1ccc(CC(=O)Nc2ncc([N+](=O)[O-])s2)cc1OC	4%	?	?
O=S(=O)(c1ccc(N2CCOCC2)c(Cl)c1)N1CCOCC1	-2%	?	-26%
C=C1NN(C(C)C(=O)O)C(=O)N1c1ccc(OCc2ccccc2)cc1 (centres undefined)	.	-23%	-10%
CC(C)=NOc1nc(NC(=O)NS(=O)(=O)c2ccccc2Cl)nc(N(C)C)n1	.	6%	-16%
Cc1cc(C)c2c(-n3cccc3)c(C(=O)NCCCN3CCCCC3)sc2n1	-5%	?	?
COC(=O)C1=CN(CC2CCCO2)C=C(C(=O)OC)C1c1ccccc1C(F)(F)F (centres undefined)	-2%	-2%	-4%
Cc1nn(CC(=O)N(C)Cc2ccc(F)cc2)c(C)c1[N+](=O)[O-]	47%[activator]	1%	-27%
O=C(c1ccc2c(=O)n(Cc3ccco3)c(=S)[nH]c2c1)N1CCCC1	.	-23%	?
COc1cccc2c1CCC1CC(=O)CC[C@@]21C (some centres undefined)	-16%	-18%	?
CC(C)n1c(CSCc2ccc(Cl)cc2Cl)n[nH]c1=S	-7%	-25%	?
O=S(=O)(Nc1ccc(C(O)(C(F)(F)F)C(F)(F)F)cc1)c1ccc(Cl)c2nonc12	.	13µM*	15µM*
CC(=O)CC1N(S(=O)(=O)c2ccc(C)cc2)c2ccccc2N1S(=O)(=O)c1ccc(C)cc1	.	19%	7%
CC1=C(c2ccc(F)cc2)[N+](=O)C(C)(C)N1[O-]	-4%	3%	6%
CCC(=O)N1CCc2cc(S(=O)(=O)CCC(=O)Nc3cc(Cl)ccc3OC)ccc21	-4%	?	?
O=C(O)/C=C/C(=O)NCCNc1ncc(C(F)(F)F)cc1Cl	-1%	11%	17%

Part of the list above, with two lines to a compound:
Results follow in this order: KAT2A inh	TDP1 cell CPT	DT40 TDP1 no CPT
- Cc1cccnc1C(NC(=O)C1CCN(Cc2ccccc2)CC1)c1ccc(F)cc1 (centres undefined)
    .	?	?
- C/C(=N/NC(=O)c1ccccc1O)c1ccc(N2C(=O)C3CCCCC3C2=O)cc1 (centres undefined)
    -19%	-19%	-5%
- O=C1CCN(Cc2ccccc2)CCN1[C@H](CO)Cc1ccccc1
    0%	-3%&-24%&-1%	-12%&-19%&-12%
- COc1ccc(C(=O)N2CCCC(CCC(=O)NCc3ccc(F)c(F)c3)C2)o1 (centres undefined)
    1%	-25%	-26%
- Cc1nn(CC(=O)N2CCN(c3ccccc3)CC2)c(=O)c2cccn12
    2%&0%	3%&-3%	14%&-5%

Next entries
SMILES	KAT2A inh	TDP1 cell CPT	DT40 TDP1 no CPT
COc1cccc(C(=O)NCCS(=O)(=O)NCc2ccccn2)c1	2%	0%	2%
COc1ccc(Cl)cc1C(=O)NNC(=O)c1cccs1	-8%	?	-17%
CC(C)CN1C(=O)C(=Nc2cccnc2)c2ccccc21	-6%	3.7µM*	4.6µM*
CC1CC(NC(=O)N(C)C)N(C)C(=O)N1 (centres undefined)	2%	-2%	0%
Cc1ccccc1N1CC(=O)N(c2ccccc2C)CC1=O	-9%	-5%	-14%
CC1CN(c2sc(S(C)(=O)=O)nc2S(=O)(=O)c2ccc(Cl)cc2)CC(C)O1 (centres undefined)	-19%	?	-19%
COc1ccc(OC)c(CNC(=O)CCCc2cn(C)c3ccccc23)c1	-2%	?	?
Cc1ccc(S(=O)(=O)N(C)c2ccc(OCC(=O)N3CCCCC3)cc2)cc1	-30%	?	?
c1ccc(-c2noc(-c3ccc4ccccc4c3)n2)nc1	-3%	?	23µM*
COc1ccc(C(=O)/C=C/Nc2ccc(S(=O)(=O)Nc3onc(C)c3C)cc2)cc1	-7%	-3%	?
Cc1noc(-c2ccccc2)c1NC(=O)Nc1ccc(Cl)cc1	-9%	?	?
S=c1[nH]nc(C2CCCCC2)n1/N=C/c1ccco1	-4%	-3%	-5%
CCN(CC)c1ccc2cc(-c3nc(-c4ccccc4)no3)c(=O)oc2c1	-5%	?	5.8µM*
Cc1ccc2c(Cl)cc(Cl)c(OCC(=O)N3CCCC3)c2n1	-1%	-22%	-12%
O=C(CCn1cnc2ccccc21)N/N=C/C=C/c1ccccc1	4%	12%	-1%
COC(=O)c1ccc(NC(=O)Cn2nnc3ccccc32)cc1	-15%	-15%	?
O=C(NNCc1ccccc1)c1ccccc1	.	-19%	-10%
CCc1cnc2c(c1SCC(=O)c1ccc(OC)cc1)c(=O)n(C)c(=O)n2C	-5%	12µM*	12µM*
Oc1ccc(N=Nc2ccccc2)o1	-5%	5.8µM*	13µM*
NS(=O)(=O)c1ccc(NC(=O)c2cc(-c3cc(Cl)ccc3O)n[nH]2)cc1	-1%	-7%	?
CCN(CC(=O)Nc1ccc(OC)cc1)C(=O)Cc1ccc(OC)c(S(=O)(=O)N2CCOCC2)c1	-5%	-7%	-17%
CN(C(=O)COC(=O)c1ccc2c(c1)OCCO2)C1CCCCC1	-3%	-1%	3%
COc1ccc(C(=O)NCC(c2ccco2)N2CCc3ccccc32)cc1OC (centres undefined)	-9%	?	16µM*
CCN(C(=O)COc1ccc(C)cc1OC)c1cccc2ccccc12	0%	?	?
COCCn1c(C)cc2c(c1=O)C(c1ccccc1F)C(C#N)=C(N)O2 (centres undefined)	3%	0%	-20%
Next part:
SMILES	KAT2A inh	TDP1 cell CPT	DT40 TDP1 no CPT
COc1ccc(CN2CCCC(c3nc(-c4ccncc4)ncc3-c3ccccc3)C2)c(OC)c1OC (centres undefined)	.	6%[9.04 µM]	-13%
COc1ccc(-c2nc(CSCC(=O)N3CCN(c4ccccc4)CC3)c(C)o2)cc1	-3%	10µM*	10µM*
CC(=O)Nc1cccc(OCC(O)Cn2c(C)nc3ccccc32)c1 (centres undefined)	-4%	?	16µM*
O=C1NC[C@H](Cc2ccccc2)N(C[C@@H]2CCCN2C[C@H](Cc2ccccc2)N2C[C@H](Cc3ccccc3)N(CCc3ccccc3)C(=O)C2=O)C1=O	.	?	?
COc1ccccc1OCCC(=O)NNC(=O)c1ccccc1F	-6%	7%	0%
O=C(Nc1c(-c2ccccc2)[nH][nH]c1=O)c1ccco1	.	-15%	-3%
CCc1cc2ccc(OC)cc2nc1SCC(=O)Nc1cc(C)on1	-7%	-14%	-15%
CCCC(=O)N1CC(=O)Nc2ccc(C)cc2C1c1ccccc1 (centres undefined)	-10%	5%	-5%
COc1ccc(CN(C2CC2)S(=O)(=O)c2ccccc2Br)cc1	-8%	?	?
Cc1ccc(S(=O)(=O)Nc2cccc3c2O[C@H](CN(C)Cc2ccccc2)[C@@H](C)CN([C@H](C)CO)C3=O)cc1	-5%	?	16µM*
CCc1cccc(C)c1NC(=O)C(C)Sc1nc2c(c(=O)[nH]1)CCCC2 (centres undefined)	-1%	-10%	?
C=CCNC1=C(Cl)C(=O)N(Cc2ccccc2)C1=O	-2%	2%	-16%
Cc1nc(NC(=O)C(C)Oc2cccc(Cl)c2)sc1C(=O)N(C)C (centres undefined)	0%	?	?
O=C(CCNC(=O)c1ccco1)Nc1ccccc1	-6%	-3%	-17%
CC(C)(C)C(=O)/C=c1\[nH]c(=O)/c(=C\c2ccc(C#N)cc2)s1	-4%	?	?
O=C(O)c1cc(S(=O)(=O)N2CCN(c3ccccn3)CC2)ccc1Cl	-1%	18%	13%
Cc1cccc(CNc2ncncc2-c2ccccc2C)c1	-2%	-24%	-25%
COc1ccccc1NC(=O)CSc1nc2c(oc3ccccc32)c(=O)n1C	-1%	?	?
Cc1ccc2c3c(c(SCC(=O)Nc4nonc4C)nc2c1)CCCC3	-7%	-17%	-7%
COc1cccc(/C=N/NC(=O)CNC(=O)c2ccncc2)c1O	-5%	?	?
CCCCCCn1c(=O)n2n(c1=O)[C@@H]1CN(S(=O)(=O)c3ccc(C)cc3)C[C@]1(O)[C@@H](OC(=O)NC1CC1)C2	.	?	16µM*
COc1ccc(-c2nn(-c3ccccc3)cc2C(=O)Nc2cccc(S(=O)(=O)NC3=NCCC3)c2)cc1	-12%	?	?
Cc1ccc(NC(=O)CNC(c2ccccc2)c2ccccc2)c(F)c1	-4%	?	?
CCOc1ccc(C(=O)N(c2ccccn2)C2CCCCC2)cc1	-7%	?	-19%
O=C(Cc1cccs1)Nc1nc2c(ccc3ccccc32)s1	-14%	?	?

Only TDP1 cell CPT and DT40 TDP1 no CPT, for 3 of the compounds above:
smiles	TDP1 cell CPT	DT40 TDP1 no CPT
CCOc1ccc(C(=O)N(c2ccccn2)C2CCCCC2)cc1	?	-19%
C=CCNC1=C(Cl)C(=O)N(Cc2ccccc2)C1=O	2%	-16%
O=C(O)c1cc(S(=O)(=O)N2CCN(c3ccccn3)CC2)ccc1Cl	18%	13%

Additional compounds:
SMILES	KAT2A inh	TDP1 cell CPT	DT40 TDP1 no CPT
CN(C)C1(CNC(=O)C2CCN(S(=O)(=O)c3ccccc3C(F)(F)F)CC2)CCCCC1	-2%	5%	?
C=CCn1c(CNC(=O)c2ccco2)nnc1SCC(=O)Nc1cccc(F)c1	0%	-1%	-21%
Nc1cc[n+](CC(=O)Nc2ccccc2)cc1	-5%	-8%	-12%
Cc1csc(NC(=O)CCC(=O)N(CC(=O)NC2CCCC2)Cc2ccccc2)n1	0%	-18%	-21%
COc1cccc(Cn2c(C)c(CNC3CCCCC3)c(C(=O)O)c2C)c1	-1%	5%	-1%
Cc1cc(N)n2ncc(-c3ccc(Cl)cc3)c2n1	?	18µM*	?
COc1ccc(NC(=O)c2cc(C3CCCCN3S(=O)(=O)c3ccc(C#N)cc3)on2)c(C)c1 (centres undefined)	.	?	?
COc1ccc2c(C)cc(SCc3c(C)noc3C)nc2c1	-10%	?	?
CN(c1ccccc1)S(=O)(=O)c1ccc(Cl)c(C(=O)Nc2ccc(-c3nc4ccccc4[nH]3)cc2)c1	-12%	18µM*	18µM*
CC(C)C(=O)Nc1nnc(COc2ccc(Cl)cc2)s1	2%	-9%	?
CC(Oc1ccc2ccccc2c1)C(=O)N/N=C/c1cccnc1 (centres undefined)	-6%	-25%	?
O=C(NCC1CCCO1)C1CCC(CNS(=O)(=O)c2ccccc2)CC1 (centres undefined)	-3%	5%	-7%
COc1ccc(-c2nc(=S)c3c(n2CCN2CCOCC2)CC(C)(C)OC3)cc1	-6%	0%	-18%
CCC1=Nc2ccccc2NC2=C1C(=O)CCC2	-28%	-29%	-21%
COc1cccc(C(=O)NC(=S)Nc2ccccc2N2CCOCC2)c1	2%	?	?

Reformatted with two lines to a compound: 2 of the compounds above.
Values run as follows: KAT2A inh	TDP1 cell CPT	DT40 TDP1 no CPT
> COc1cccc(Cn2c(C)c(CNC3CCCCC3)c(C(=O)O)c2C)c1
 : -1%	5%	-1%
> Nc1cc[n+](CC(=O)Nc2ccccc2)cc1
 : -5%	-8%	-12%

Profiles, looked up by structure. Screens in order: KAT2A inh	TDP1 cell CPT	DT40 TDP1 no CPT
C=CCn1c(CNC(=O)c2ccco2)nnc1SCC(=O)Nc1cccc(F)c1 is listed with 0%	-1%	-21%
COc1ccc2c(C)cc(SCc3c(C)noc3C)nc2c1 is listed with -10%	?	?
Nc1cc[n+](CC(=O)Nc2ccccc2)cc1 is listed with -5%	-8%	-12%
